Compound activity from PubChem.
DAX1 inh-1 = DAX1 (NR0B1) inhibition, primary screen; HEK293T StAR-luciferase reporter, SF-1/DAX-1 repression relief; inhibition, % at 6.8 µM; 370,000 compounds, 1.1% hits; AID 652010;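 active = inhibition above the mean over all tested compounds plus 3 SD, cut at about 3.6% in these data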;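 note: 0% = DAX-1 cells with DMSO and 100% = cells lacking DAX-1 with DMSO; higher inhibition means more luminescence from relief of DAX-1 repression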
HGIII-sPLA2 inh = Inhibits HGIII-sPLA2 liposome hydrolysis, primary screen; AID 743126; 370,000 compounds, 0.56% hits; QFRET BODIPY PC-A2 liposome hydrolysis, fluorescence; inhibition, % at 12.2 µM;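 active = inhibition above mean plus 3 SD of compounds lying within the high and low control bounds, cut at about 19% in these data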;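 note: 0% = median of test compound wells and 100% = no enzyme DMSO wells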
NPR2 activator = GC-B (human) receptor activation | 370,000 compounds, 0.11% hits | HEK293-GC-B cells, CNP EC30, cGMP TR-FRET; 0% at EC30 CNP, 100% saturating CNP | activation, % at 10 µM | P20594;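 active = activation at 10 µM reaching about 35% in either raw or pattern-adjusted values, limit read from the data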
SMARCA2 activ = increases SMARCA2 function in MMTV reporter cells | MG213 cells, MMTV-luciferase reporter, dexamethasone, overnight | activation, % at 9.1 µM | 370,000 compounds, 1% hits; in the data active = activation above about 7.8%;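 note: 0% = vehicle wells and 100% = reference activator wells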
ADAM10 inh = inhibits human ADAM10; O14672; recombinant ADAM10, EDANS/DABCYL FRET peptide cleavage, 3 h; inhibition, % at 7 µM; 370,000 compounds, 0.62% hits;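 active = inhibition above a per-campaign cutoff equal to the mean of compounds falling between control-based bounds plus 3 SD, cut at about 20% in these data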;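 note: 0% = DMSO wells while the 100% control is not disclosed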
Target sequence (O14672 214-748 limits assumed): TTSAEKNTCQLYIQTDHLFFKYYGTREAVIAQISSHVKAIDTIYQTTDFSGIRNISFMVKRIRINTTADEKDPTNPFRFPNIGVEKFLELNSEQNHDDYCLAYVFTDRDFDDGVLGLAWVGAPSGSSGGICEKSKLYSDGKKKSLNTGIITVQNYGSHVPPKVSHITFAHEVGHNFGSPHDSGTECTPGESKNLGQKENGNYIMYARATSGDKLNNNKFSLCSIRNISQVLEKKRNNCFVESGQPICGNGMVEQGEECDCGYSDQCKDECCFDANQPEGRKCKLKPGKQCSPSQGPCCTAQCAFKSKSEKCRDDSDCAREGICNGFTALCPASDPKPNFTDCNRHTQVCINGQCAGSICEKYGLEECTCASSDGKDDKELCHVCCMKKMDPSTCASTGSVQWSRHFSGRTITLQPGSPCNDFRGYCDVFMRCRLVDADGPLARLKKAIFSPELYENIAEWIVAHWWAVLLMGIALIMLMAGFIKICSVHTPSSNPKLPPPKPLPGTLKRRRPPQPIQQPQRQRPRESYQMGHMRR
hgDAF12 agonist = activates the H. glycines DAF-12 receptor ligand-binding domain. HEK293 GAL4-hgDAF12 UAS-luciferase reporter, agonist luminescence; normalized to butyrate control. activation, % at 6.8 µM. 370,000 compounds, 1.8% hits. AID 687014;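 active = activation above a cutoff set at the mean of all screened compounds plus 3 SD, cut at about 10% in these data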;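 note: 0% = DMSO wells and 100% = sodium butyrate wells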
hcDAF12 agonist = activates DAF-12 receptor from parasite H. contortus; activation, % at 6.8 µM; AID 652067; 370,000 compounds, 1.4% hits; HEK293 hcDAF-12 lit1-tk-luc reporter, luminescence; 0% DMSO, 100% Δ7-dafachronic acid;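 active = activation above the mean of all tested compounds plus 3 SD, cut at about 5.5% in these data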;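 note: 100% = response to 3 µM Δ7-dafachronic acid high control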
DAX1 inh-2 = inhibitors of human orphan nuclear receptor DAX1 (NR0B1); P51843; HEK293 Gal4-DAX1 luciferase reporter, luminescence; inhibition, % at 6.75 µM; 340,000 compounds, 0.99% hits; AID 504766;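 active = inhibition above the mean over all tested compounds plus 3 SD, cut at about 4.2% in these data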;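 note: 0% = DAX1-transfected cells with DMSO and 100% = empty-vector control cells with DMSO; inhibition shows as a rise in luminescence from relieved DAX1 repression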
Target sequence (P51843 207-470 limits assumed): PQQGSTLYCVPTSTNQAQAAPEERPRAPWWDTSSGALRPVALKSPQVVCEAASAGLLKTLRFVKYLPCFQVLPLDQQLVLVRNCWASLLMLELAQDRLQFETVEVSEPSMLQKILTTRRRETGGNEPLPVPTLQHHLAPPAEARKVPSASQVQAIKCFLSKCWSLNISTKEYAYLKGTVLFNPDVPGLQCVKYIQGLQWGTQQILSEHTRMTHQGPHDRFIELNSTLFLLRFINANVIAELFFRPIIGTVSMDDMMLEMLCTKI
NPR1 activator = GC-A (human) enzyme activation; activation, % at 10 µM; HEK293 GC-A cells, cGMP TR-FRET, EC30 ANP; 0% at EC30 ANP, 100% saturating ANP; 370,000 compounds, 0.14% hits; in the data active = activation above about 40%
ssDAF-12 act = activates DAF-12 receptor from parasite S. stercoralis | HEK293 ssDAF-12/GRIP1 lit1-tk-luc reporter, luminescence; % of 3 µM dafachronic acid response | 370,000 compounds, 1% hits | AID 652126 | activation, % at 6.8 µM;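 active = activation above the mean over all tested compounds plus 3 SD, cut at about 0.9% in these data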;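 note: 0% = DMSO-only wells and 100% = 3 µM delta7-dafachronic acid wells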
FXN GAA850 act = activators of GAA850 frataxin (FXN) promoter; HEK293 lucGAA850 FXN promoter luciferase reporter, 24 h; percent of 10 µM SAHA response; activation, % at 6 µM; 360,000 compounds, 0.56% hits;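 active = activation above the average of all compounds screened plus 3 SD, cutoff fixed separately per campaign, cut at about 7.5% in these data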;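 note: 0% = DMSO wells and 100% = 10 µM SAHA wells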
* = called active by the depositor; x = not tested or not shown; & = joins results of further samples.

Molecule	DAX1 inh-1	HGIII-sPLA2 inh	NPR2 activator	SMARCA2 activ	ADAM10 inh	hgDAF12 agonist	hcDAF12 agonist	DAX1 inh-2	NPR1 activator	ssDAF-12 act	FXN GAA850 act
Cc1ccc(OCc2nnc(SCc3cc(=O)[nH]c4ccccc34)n2-c2ccccc2)cc1	-0.5	-29	-9	-3	4	2.9	0.2	-0.2	-32	-0.2	0.5
COc1ccc(C(=O)c2c3ccccc3[n+]([O-])n2CCC(N)=O)cc1	0.2	2	2	3	-10	1.6	-0.3	0.9	-1	-1.1	2.1
Cc1ccc(P(=Nc2ccccc2)(N2CCOCC2)N2CCOCC2)o1	0.5	10	-6	6	9	6.5	0.1	0.0	3	-1.2	1.9
O=C(Nc1ccnn1C1CCN(Cc2ccc(Cl)cc2)CC1)C1CCCC1	-0.7	-2	-5	-3	-11	-1.9	0.2	-0.2	-2	-1.2	-2.1
Cc1ccccc1-c1nnc2n1N=C(c1ccc(O)c(O)c1)CS2	5.2*	-6	-5	-2	-1	-7.1	-2.9	x	4	-1.9	x
CC(C)c1cccc(C(C)C)c1NC(=O)COC(=O)[C@H](C)NC(N)=O	-0.1	4	-2	-1	0	-2.8	1.2	0.9	0	-1.8	-0.8
CC1CCN(c2ccc(C(=O)NCc3cccs3)cn2)CC1	0.8	-3	1	5	-4	6.0	-0.3	1.2	4	-1.4	1.9
Cc1ccc(OCc2ccc(C(=O)Nc3ccc(S(N)(=O)=O)cc3)o2)cc1	-0.9	-3	1	-3	4	1.4	-2.2	1.1	-3	-1.7	4.1
COC(=O)c1oc2ccc(Br)cc2c1-n1cccc1	-0.3	2	3	0	8	-1.6	3.3	0.4	7	-1.3	-0.2
C#CCn1c2ccccc2c(=O)n1C(C)C	0.5	5	2	-3	-215	1.7	1.3	x	-4	-0.9	x
CC(Cc1ccccc1)C(=O)Nc1ccc(Br)cc1 (configuration not stated)	0.4	-3	-9	5	3	3.0	-1.1	2.8	-11	-0.1	1.2
Cc1cnc(CNC(=O)c2csc([C@H]3C[C@H](O)[C@@H](CO)O3)n2)cn1	-0.7	5	3	-3	-27	0.1	-0.6	x	5	-0.9	0.4
O=C1c2ccc(-c3nc4ccccc4o3)cc2C(=O)N1Cc1ccccc1	0.5	-5	11	-1	0	3.3	-1.8	3.1	5	-1.8	-2.4
Fc1ccc(N/N=C2/CC(c3ccccc3)Oc3ccccc32)c(F)c1 (configuration not stated)	-0.2	-4	-4	2	-24	-0.1	1.2	-0.6	5	0.4	5.2
CCN1C[C@@H]2[C@@H]3C(=O)N(Cc4ccccc4)C(=O)[C@@H]3[C@](Cc3ccccc3)(C1=O)N2C(=O)c1ccc(C)cc1	0.0	-1	-6	1	-8	0.8	-2.1	0.6	-6	-1.3	0.1
O=C(Nc1cc(Cl)ccc1Cl)C1CCCO1 (configuration not stated)	0.6	-2	-2	-2	1	-1.2	-1.4	0.4	1	-1.1	-0.1
O=C(CN(C(=O)CCC(=O)Nc1nccs1)c1ccccc1F)NCC1CCCO1 (configuration not stated)	-0.6	7	4	0	1	0.9	-0.2	-0.1	0	-0.9	-0.6
CC1COC(=O)C(NNc2ccc(Cl)c(Cl)c2)=N1 (configuration not stated)	1.0	9	-6	-4	0	3.9	0.4	-0.2	-11	-0.8	3.7
Cc1cccc(NC(=O)NNS(=O)(=O)c2ccc(F)cc2)c1	-0.2	-9	6	-1	2	-0.4	-0.4	0.3	0	-1.2	2.6
CCOc1cc(CNCCN(C)C)c(Cl)cc1OCC(=O)NCCc1ccccc1	1.1	9	-9	-1	-9	2.5	-0.6	0.9	0	-0.6	-1.6
Cc1ccc(-n2c(=O)[nH]cc(C(=O)Nc3ccc4c(c3)OCCO4)c2=O)cc1C	0.6	0	0	0	2	-1.2	0.1	2.1	0	-1.7	-1.4
O=C(COC(=O)c1ccc(C(F)(F)F)cc1)NC(=O)NC1CCCC1	0.3	5	-5	-3	-13	2.1	-1.1	0.6	-1	-0.7	0.0
O=C(c1cccnc1)N1CCN(Cc2ccc3ccccc3c2)CC1	-0.7	-1	-5	-2	1	-1.7	-2.4	0.3	-2	-1.6	0.8
CCOCCc1nnc(NC(=O)C(C)Oc2ccccc2)s1 (configuration not stated)	0.1	1	3	1	5	-0.1	-0.4	-0.5	-2	-1.5	-0.3
Cc1ccc(C(=O)CSc2ncnc3sc4c(c23)CCC(C)C4)cc1 (configuration not stated)	-0.2	0	2	-2	-5	0.4	-0.3	-0.7	4	-0.8	-1.7
COc1cc(-c2nc3ccccc3nc2-c2ccc(O)c(OC)c2)ccc1O	-1.6	-17	-1	-3	4	-4.3	-3.9	-1.0	-9	-1.2	0.7
Cc1nnc(NCc2ccco2)s1	-0.1	5	4	0	-3	0.5	-0.6	0.3	1	-0.8	-0.1
O=C(CN1CCN(Cc2ccc(Cl)cc2)C1=O)NCCCN1CCN(c2ccc(F)cc2)CC1	-3.1	-10	-7	-4	-1	-6.3	-3.6	-2.6	-12	-2.8	-4.8
COCCN(CC(=O)Nc1cccc(S(=O)(=O)N2CCCC2)c1)Cc1nc2ccccc2c(=O)[nH]1	-0.6	4	-3	-1	-2	0.1	0.0	-0.2	0	-0.6	1.5
Nc1ccccc1SCC(=O)Nc1ccc2c(c1)OCO2	4.2*	5	-5	1	-6	4.6	1.4	-0.1	3	-0.1	2.8
CC1CN(c2oc(COc3ccc(Cl)cc3Cl)nc2C#N)CC(C)O1 (configuration not stated)	0.8	4	1	-1	-13	-1.9	0.1	0.0	5	-0.9	-1.4
COCCCC/C(=N\OCCN)c1ccc(C(F)(F)F)cc1	-1.1&0.3&0.2&0.0	6&2&4&-3	2&-6&-6&4	-2&0&-6&-2	-15&4&-10&-3	0.8&-0.6&2.4&2.8	-2.0&0.5&-0.1&-0.2	1.9&0.2&-0.3&-0.4&0.8	-2&-2&0&-6	-1.0&-0.5&-1.0&-1.4	1.0&1.7&2.7&-1.3&0.3
CCOC(=O)C(Cc1ccc(NC(=O)/C(=C\c2ccccc2)NC(=O)c2ccccc2)cc1)N1C(=O)c2ccccc2C1=O (configuration not stated)	-0.8	-6	10	2	8	-3.9	-2.8	-1.8	-2	-2.0	-3.3
O=C(NC(=S)NC1CCC(O)CC1)c1ccco1 (configuration not stated)	4.1*	20*	6	-4	-17	4.2	-1.1	0.2	1	-0.7	1.5
C[C@@H]1[C@@H](O)C[C@@]2(CC(=O)c3ccccc3O2)O[C@H]1c1ccccc1	-0.4	-5	-14	0	-1	5.6	-0.5	x	-8	-1.2	x
CCCC(c1nnnn1CCOC)N1CCN(c2nc3ccccc3s2)CC1 (configuration not stated)	0.3	-11	-3	1	9	-0.2	-0.1	-0.3	-3	-0.9	0.0
CCc1cccc2c(C(C)c3ccccc3O)c[nH]c12 (configuration not stated)	0.0	-42	-6	-5	-1	5.0	3.6	x	-4	2.2*	x
COC(=O)c1nn(Cc2ccccc2)c(=O)c2ccccc12	-0.3	1	7	1	-2	-0.5	-0.2	0.5	4	-1.7	-0.1
CC(C)CNC(=O)NC(=O)COC(=O)c1cc(F)cc(F)c1	0.2	-7	7	-2	2	-0.5	-0.1	1.3	-1	-0.9	-2.5
O=C(NCCCNC(=O)c1c(Cl)cccc1Cl)c1c(Cl)cccc1Cl	-0.5	2	-1	1	0	0.2	0.6	2.3	0	-1.7	1.1
Cc1ccccc1S(=O)(=O)Cc1ccc(C(=O)NCCCN2CCC(C)CC2)o1	0.7	4	-7	1	9	-2.3	0.5	0.8	2	-0.6	0.4
Brc1ccc(-c2csc3ncnc(-n4nnc5ccccc54)c23)cc1	-0.1	4	-22	-3	-8	0.4	-3.6	-0.4	-25	-1.8	3.2
COc1ccc(-n2nc(C(=O)NCC(=O)NCC3COc4ccccc4O3)c3ccccc3c2=O)c(OC)c1 (configuration not stated)	-1.7	-12	-6	3	4	-5.1	-1.3	-0.8	-2	-2.3	-3.1
COc1cc(C(=O)N(Cc2ccccc2)c2cccc(C)c2)ccc1OC(F)F	-0.4	-5	-8	-2	12	-2.2	-2.5	0.1	-7	-1.4	1.2
O=C(COc1ccc(C(=O)NCCN2CCOCC2)cc1)Nc1cccc(C(F)(F)F)c1	0.5	-2	0	-3	0	1.0	-1.3	-1.9	-1	0.0	2.7
CC(C)N(Cc1ccccc1)C(=O)COC(=O)c1ccc2c(c1)OCCO2	0.0	-2	3	-3	-7	-1.9	-0.5	-0.1	3	-1.3	1.0
O=S(=O)(/N=C(/Nc1cccnc1)c1ccccc1)c1ccc(F)cc1F	0.9	-4	-3	-2	-3	1.2	-0.6	-0.2	-1	-0.5	1.7
Cc1cc(C)n2cc(CSc3nc4cc(Cl)ccc4o3)nc2n1	-0.1	2	-1	5	-18	-0.7	-0.5	-1.6	7	-0.8	0.4
NC(=O)Nc1cccc2ccccc12	0.6	2	-2	-2	-36	-0.8	3.3	0.6	3	1.7*	1.1
Cc1ccc(S(=O)(=O)N2CCN(C(=O)CC(C)C)CC2)cc1	0.3	0	-5	1	1	-0.1	1.0	1.9	1	-0.9	0.3
COc1cc(C(=S)N2CCOCC2)ccc1OS(=O)(=O)c1ccc(C)cc1	-0.5	12	1	-4	2	-0.8	-2.0	0.5	4	-1.6	0.4
